# 697 NFkB inh: inhibitors of the PMA/ionomycin-induced NF-kB reporter in 697 B cells | 0.33% of 330,000 active | 697 B-cell NF-kB luciferase reporter, 16 h | AID 435022 | inhibition, % at 4 µM; in the data active = inhibition above about 35%
# APJ antagonist: antagonists of human APJ apelin receptor. P35414. CHO-K1 APJ beta-arrestin complementation, luminescence. inhibition, % at 20 µM. 0.32% of 330,000 active;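 active = inhibition above about 40% at 20 µM, limit read from the data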;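 also: cells challenged with 10 nM apelin-13 agonist together with compound; plate controls were apelin-13 plus DMSO wells for no effect and DMSO wells lacking apelin-13 for full effect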
# Target sequence (P35414 whole entry, looked up): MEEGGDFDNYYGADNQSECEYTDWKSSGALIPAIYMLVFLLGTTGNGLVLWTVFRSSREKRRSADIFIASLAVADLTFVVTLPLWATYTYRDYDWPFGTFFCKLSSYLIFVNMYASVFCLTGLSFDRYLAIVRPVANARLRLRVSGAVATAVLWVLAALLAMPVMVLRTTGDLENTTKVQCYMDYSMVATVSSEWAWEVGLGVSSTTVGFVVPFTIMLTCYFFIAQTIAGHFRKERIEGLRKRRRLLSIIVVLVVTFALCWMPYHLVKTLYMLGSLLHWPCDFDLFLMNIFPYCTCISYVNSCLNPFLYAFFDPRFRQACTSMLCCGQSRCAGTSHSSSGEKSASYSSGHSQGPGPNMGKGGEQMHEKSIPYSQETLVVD
# UBC13 polyUb: blocks human UBC13 polyubiquitin chain formation. TR-FRET. inhibition, % at 20 µM. 0.47% of 330,000 active; in the data active = inhibition above about 45%, passing the limit was not always enough
# Target sequence (P61088 whole entry, looked up): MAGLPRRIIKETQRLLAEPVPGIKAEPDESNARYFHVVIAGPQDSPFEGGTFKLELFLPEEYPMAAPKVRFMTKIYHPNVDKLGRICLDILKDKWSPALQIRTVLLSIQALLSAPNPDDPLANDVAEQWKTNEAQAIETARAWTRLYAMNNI
# CXCR6 inh: CXCR6 (human) receptor inhibition | 0.36% of 360,000 active | CHO-K1 PathHunter CXCR6 beta-arrestin, luminescence | inhibition, % at 20 µM | O00574 | AID 602244; in the data active = inhibition above about 34%, passing the limit was not always enough;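 also: antagonist mode with CXCL16 agonist at 10 nM final; 0% = 10 nM CXCL16 with DMSO and 100% = unstimulated wells without agonist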
# Target sequence (O00574 whole entry, looked up): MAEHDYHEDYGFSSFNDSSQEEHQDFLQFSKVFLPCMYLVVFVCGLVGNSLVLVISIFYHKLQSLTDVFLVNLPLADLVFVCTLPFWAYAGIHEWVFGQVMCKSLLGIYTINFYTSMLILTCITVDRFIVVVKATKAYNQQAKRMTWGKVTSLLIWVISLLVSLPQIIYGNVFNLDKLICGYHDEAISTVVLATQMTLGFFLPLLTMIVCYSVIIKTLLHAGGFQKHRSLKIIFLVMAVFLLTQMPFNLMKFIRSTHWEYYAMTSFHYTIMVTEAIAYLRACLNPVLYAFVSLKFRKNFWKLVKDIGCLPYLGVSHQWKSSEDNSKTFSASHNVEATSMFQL
# Gli-Sufu antag: Gli-Sufu pathway antagonism; Sufu-KO-LIGHT fibroblasts, Gli luciferase reporter luminescence; inhibition, % at 5 µM; AID 588413; 0.74% of 340,000 active;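 active = inhibition above about 55%, limit read from the data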;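 also: 0% = DMSO-treated cells and 100% = wells with medium but no cells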
# EBI2 block: EBI2 (human) antagonism; P32249; EBI2 beta-arrestin recruitment, luminescence, 7a,25-OHC stimulated; inhibition, % at 5 µM; 0.81% of 360,000 active; in the data active = inhibition above about 38%;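 also: enzyme fragment complementation signal reports receptor beta-arrestin coupling in cells; 0% = agonist plus DMSO wells and 100% = wells without agonist; some results beyond the cut were filed as inactive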
# Jurkat NFkB inh: inhibitors of the PMA/ionomycin-induced NF-kB reporter in Jurkat cells | 0.53% of 330,000 active | inhibition, % at 4 µM | AID 435003 | PMA/ionomycin-induced NF-kB luciferase reporter, luminescence; in the data active = inhibition above about 50%
# CCR6 antagonist: blocks CCL20-driven beta-arrestin recruitment at human CCR6; P51684; 0.49% of 340,000 active; inhibition, % at 20 µM; CHO-K1 CCR6 PathHunter beta-arrestin, luminescence, CCL20-stimulated;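 active = compounds whose inhibition of the agonist-driven luminescence signal at 20 µM reaches about 50%, limit read from the data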;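 also: cells stimulated with CCL20 at 14 nM final; plate controls were DMSO with CCL20 for no effect and DMSO without agonist for full effect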
# Numbers without * were called inactive; / = no result given.
SMILES,697 NFkB inh,APJ antagonist,UBC13 polyUb,CXCR6 inh,Gli-Sufu antag,EBI2 block,Jurkat NFkB inh,CCR6 antagonist
CCCOP(=O)(c1ccc(N(C)C)cc1)C(Nc1ccccc1)c1ccc(C)cc1 (stereo unspecified),-9,-3,2,31,1,20,-9,29
CC(=O)c1c(C)[nH]c(C2=NNC(=NC(C)(C)C)SC2)c1C,-31,13,-8,-2,-55,-4,-39,7
Cc1ccc(CNC(=O)CCc2c(C)[nH]c(=O)c(C#N)c2C)cc1,25,22,0,4,-7,-8,10,-6
CCCC(=O)c1ccc(N2CCN(C(=O)c3ccccc3Br)CC2)c(F)c1,-5,18,9,5,7,0,9,-14
CC(C)(C)OC(=O)N1CCC(C(=O)Nc2cccc(C(=O)NC3CC3)c2)CC1,/,/,/,1,1,-2,/,8
O=C(NCCc1cnccn1)C1CCC(=O)N(Cc2ccc(Cl)cc2)C1 (stereo unspecified),-1,10,6,-8,3,-14,-13,-4
CC(=O)c1ccc(NC(=S)N2CCCC(CO)C2)cc1 (stereo unspecified),-104,1,-6,-6,-18,-1,-17,-17
CC(C(=O)Nc1cc([N+](=O)[O-])ccc1Cl)N1CCN(c2ccc(O)cc2)CC1 (stereo unspecified),/,/,/,-11,3,3,/,1
COC(=O)c1ccccc1OCC(=O)N1CCN(c2ccc(F)cc2)CC1,-8,10,3,-7,5,-7,3,14
O=C1NC(=O)C(c2cccs2)(c2cccs2)N1,-3,-22,-10,7,-11,-2,-9,-1
CC(=O)c1ccc(N2C(=O)CC(N3CCN(S(=O)(=O)c4ccc(C)c(C)c4)CC3)C2=O)cc1 (stereo unspecified),8,3,-11,-1,-2,-6,0,2
CCCCCCc1nnc(NC(=O)OCC)s1,-23,10,-5,1,-8,-11,6,-8

# Taken from the entries so far (two entries):
SMILES,697 NFkB inh,APJ antagonist,UBC13 polyUb,CXCR6 inh,Gli-Sufu antag,EBI2 block,Jurkat NFkB inh,CCR6 antagonist
CC(=O)c1ccc(N2C(=O)CC(N3CCN(S(=O)(=O)c4ccc(C)c(C)c4)CC3)C2=O)cc1 (stereo unspecified),8,3,-11,-1,-2,-6,0,2
CCCCCCc1nnc(NC(=O)OCC)s1,-23,10,-5,1,-8,-11,6,-8

# 5 compounds already listed, arranged by the number in UBC13 polyUb, highest first.
SMILES | UBC13 polyUb
O=C(NCCc1cnccn1)C1CCC(=O)N(Cc2ccc(Cl)cc2)C1 (stereo unspecified) | 6
COC(=O)c1ccccc1OCC(=O)N1CCN(c2ccc(F)cc2)CC1 | 3
CCCOP(=O)(c1ccc(N(C)C)cc1)C(Nc1ccccc1)c1ccc(C)cc1 (stereo unspecified) | 2
Cc1ccc(CNC(=O)CCc2c(C)[nH]c(=O)c(C#N)c2C)cc1 | 0
CC(=O)c1ccc(NC(=S)N2CCCC(CO)C2)cc1 (stereo unspecified) | -6

# The list goes on.
SMILES,697 NFkB inh,APJ antagonist,UBC13 polyUb,CXCR6 inh,Gli-Sufu antag,EBI2 block,Jurkat NFkB inh,CCR6 antagonist
CCOC(=O)C1=C(C)Nc2[nH]c(=O)[nH]c(=O)c2C1c1cccs1 (stereo unspecified),5,13,-2,-4,-7,-4,6,1
O=C(Nc1ccccc1N1CCCC1)C1CCCO1 (stereo unspecified),-7,25,2,-3,-8,6,8,-5
O=Cc1c[nH]c2ccc(S(=O)(=O)N3CCOCC3)cc12,-9,-2,-6,-5,-1,5,-7,-1
COC(=O)C1C2C=CC(C3CC23)C1C(=O)OCC(=O)c1ccc(OC)cc1 (stereo unspecified),-2,9,-3,5,4,7,-7,11
COC(=O)c1cc(S(=O)(=O)N2CCN(C(=O)c3ccco3)CC2)cn1C,-3,19,4,0,7,-3,7,6
COc1cc(C(=O)Nc2ccc3c(c2)nc(C)n3C)cc(OC)c1OC,-36,4,-8,-9,-12,-11,49,1
O=C(Cn1ncc(N2CCCC2)c(Cl)c1=O)c1ccc(Cl)cc1,-42,0,5,-12,-51,7,-35,7
CCOC(=O)C1(C)NC(c2ccc(OC)cc2OC)C2C(=O)N(c3cccc(OC)c3)C(=O)C21 (stereo unspecified),-13,-15,-6,0,-1,-5,-9,-13
CCOC(=O)N1CCC(NC(=O)c2cc(C(=O)NC3CCCC3)ccc2CO)CC1,11,8,5,-2,2,-2,2,7
COc1cc(OC)cc(-c2c(-c3cccs3)c3cc(-c4ccc(SC)cc4)ccc3n2C)c1,15,-9,39,-3,-11,-14,-19,4
O=C(O)CSCC(=O)Nc1ccc(C(F)(F)F)cc1,-9,10,-9,-6,-5,-11,0,-2
COc1cc([N+](=O)[O-])cc(/C=N/NC(=O)CSc2nnc(-c3ccccc3)n2C)c1O,-2,1,-36,/,1,/,4,37
CCc1ccc(OC(=O)c2cncc(Br)c2)cc1,-13,5,-1,-4,-20,1,-1,17
COC(=O)c1ccc(CNC(=O)c2cc(COc3cncc(Cl)c3)on2)cc1,-12,11,-3,6,-7,10,0,1
CSc1ccccc1C(=O)N1CCC(n2nccc2NC(=O)C(C)(C)C)CC1,-10,-1,-14,3,-1,-8,4,8
O=C(NC(=S)Nc1cccc([N+](=O)[O-])c1)c1ccccc1,-61,22,8,8,-33,-7,-46,23
Clc1cccc2sc(N3CCN(c4ccccc4)CC3)nc12,-20,-7,8,2,-21,14,-38,7
O=C(NCc1ccco1)c1cccc2ccccc12,7,21,3,-3,-6,-3,9,9
O=C(N/N=C(\Cc1ncc[nH]1)c1ccccc1)c1ccccc1,18,8,3,/,/,/,11,/
Cc1cc(Cl)ccc1OCC(=O)NCc1ccncc1,-25,1,-8,1,-4,-7,-7,-2
Cn1nc(C(=O)OCC(=O)Nc2ccc(SC(F)F)cc2)c2ccccc2c1=O,-19,-5,-4,-10,-8,4,-15,-4
Cc1nc([N+](=O)[O-])c(Sc2nc3ccccc3n2C)n1Cc1ccccc1,-11,21,-9,1,6,-6,-4,18
Nc1cc(=O)[nH]c(=O)n1-c1ccc(Cl)cc1,-35,-1,-5,1,2,4,-20,3
CNC(=O)CN(c1cc(OCCOC)c(Cl)cc1Cl)S(=O)(=O)c1ccccc1,6,5,1,6,8,-2,-22,7
CC1CCN(c2ncnc3nc[nH]c23)CC1,4,-54,10,-2,-22,-9,13,4
COC(=O)c1ccc(C)c(NC(=O)CCSc2ccc(Cl)cc2)c1,0,9,9,-4,0,8,4,-2
N/C(=N\OC(=O)CCC1CCCC1)c1ccc(Cl)cc1,-41,-14,-3,-2,/,-8,-14,-1
CCn1nnnc1NCc1ccc(Cl)cc1,11,18,7,-8,1,0,10,-5
C#CCN(C(=O)CC1C(=O)NCCN1C/C=C/c1ccccc1)C1CCCCC1 (stereo unspecified),5,-1,0,0,-6,2,7,10
CN1CC[C@@H]2C(=O)N3CCc4ccc(-c5ccc6c(c5)OCO6)cc4[C@@H]3C[C@@H]21,/,/,/,5,-19,6,/,1
O=C(CN1C(=O)NC2(CCCCC2)C1=O)Nc1ccc(F)cc1,12,5,7,4,1,-1,-6,1
O=C(c1cccs1)N1CCOCC1,10,11,7,4,-5,4,25,-13
COc1ccc(CCC(=O)Nc2ccc(OC)c(S(=O)(=O)N3CCCCC3)c2)cc1,-4,21,1,-7,-2,-4,6,6
CCOc1ccc(NC(=O)CN2CCN(C(=O)C3CCCO3)CC2)cc1 (stereo unspecified),2,4,10,0,-2,-7,9,5
CC(NC(=O)COC(=O)c1cc(Cl)nc(Cl)c1)c1ccccc1 (stereo unspecified),13,-33,8,-1,-6,-8,7,-10
COc1cc(OC)c(OC)cc1CN1CCc2ccccc2C1,-14,-15,-8,3,9,6,-3,2
COCc1cc(C)nc2sc3c(=O)oc(C)nc3c12,7,14,-5,-2,0,-5,-13,11
Nc1cccc(Nc2ccccc2)c1,-5,4,-1,4,0,-1,20,6
CCOc1ccccc1C(=O)Nc1ccccc1-c1ccccc1,7,-4,1,-6,4,8,-3,14
Cc1nnc(SCC(N)=O)n1CC1CCCO1 (stereo unspecified),4,8,5,-2,3,2,0,-4
COc1cc(CNc2ccccc2SC)ccc1O,12,-29,4,3,-1,10,-3,-8
Cc1ccc(CSc2nc3ccccc3c(=O)n2CCCC(=O)NCc2ccco2)cc1,-41,3,-27,1,7,15,0,18
COc1ccc(OC)c(N(CC(=O)N2CCCC2)S(=O)(=O)c2ccccc2)c1,11,11,-3,10,-7,-16,-24,9
Cc1ccc(S(=O)(=O)NC(=O)Nc2cc(C)no2)cc1,-1,24,6,-5,-2,-3,8,-11
Cc1ccc(Nc2cc(-n3cccn3)ncn2)c(C)c1,-92,19,-3,-2,-90,1,-86,-1
COc1ccccc1NC(=O)/C(C#N)=C/c1cc([N+](=O)[O-])ccc1N1CCCC1,18,6,-21,17,23,15,8,21
O=C(OCC(=O)N1CCN(S(=O)(=O)c2ccc(Cl)cc2)CC1)C1CCC1,-6,7,-5,1,-8,-10,12,7
COc1ccc(C2C3=C(OC(C)=O)c4ccccc4C3=Nc3c2c(=O)n(C)c(=O)n3C)cc1 (stereo unspecified),23,7,-1,1,15,17,-12,6
CCCCSc1nnc(-c2cc(Br)ccc2N)c(=O)[nH]1,14,3,-10,-5,0,-1,10,2
CCCC1(c2ccccc2)NC(=O)N(CC(=O)Nc2ccccc2C(F)(F)F)C1=O (stereo unspecified),1,-6,-4,0,32,3,-8,11
COc1ccc(CCn2c(NCc3ccco3)nc3c2c(=O)[nH]c(=O)n3C)cc1,-25,19,4,-4,10,6,7,-4
CC(C)C(C)NC(=O)COc1ccc(S(=O)(=O)N2CCOCC2)cc1Cl (stereo unspecified),13,3,3,0,0,-2,-4,15
CN(C)c1ccc(C(=O)N2CCCC2)cc1,17,1,3,-2,3,-18,9,3
O=[N+]([O-])c1ccc(C(O)CN2CCN(Cc3ccccc3)CC2)cc1 (stereo unspecified),-19,-4,-9,4,-17,-5,-2,13
O=C1C2C3C=CC(C2C(=O)N1c1nccs1)C1C(=O)N(c2nccs2)C(=O)C31 (stereo unspecified),10,21,15,-3,45,-10,-3,-4
COc1ccc(CC(=O)OCC(=O)c2c[nH]c3ccccc23)cc1,2,5,9,-8,-2,3,10,3
Cc1nnc(SCC(=O)N(CC(C)C)C2CCS(=O)(=O)C2)s1 (stereo unspecified),17,-10,6,3,-4,4,-1,8
Cn1ncc(Br)c1C(=O)NC1C2CC3CC(C2)CC1C3 (stereo unspecified),-9,11,-8,-4,6,-1,-1,8
Cn1nc(C(=O)Nc2ccc(S(=O)(=O)N3CCCCC3)cc2)c2ccccc2c1=O,15,-5,2,2,8,4,6,3
CCCCOCCCNC(=O)N[C@H](C(=O)OC)C(C)C,6,12,-3,-5,-41,-8,-9,1
# (further entries)
SMILES,697 NFkB inh,APJ antagonist,UBC13 polyUb,CXCR6 inh,Gli-Sufu antag,EBI2 block,Jurkat NFkB inh,CCR6 antagonist
Cc1c(C)c2ccc(OCC(=O)N3CCN(c4ccc(F)cc4)CC3)c(C)c2oc1=O,5,-11,13,3,-1,1,5,5
O=[N+]([O-])c1ccc(N2CCCCC2)cc1N1CCOCC1,4,11,-33,-1,6,-8,-1,26
CCOC(=O)Cc1cc(=O)n2[nH]c(C)c(-c3ccc(OC)cc3)c2n1,16,7,8,2,1,-1,6,6
Nc1nnn(CC(=O)N/N=C/c2ccncc2)n1,1,8,0,12,0,-14,8,-1
O=C(Nc1cccc(S(=O)(=O)N2CCCCC2)c1)c1cccs1,12,-17,7,1,0,-6,24,14
O=C(/C=C/Nc1ccc(Br)cn1)c1cccc(OC(F)F)c1,-64,1,7,0,-59,6,-33,8
O=C(O)CSCC(=O)NCc1ccccc1,-3,-10,0,1,2,-13,-15,0
CCC1C/C(=C\c2cc(OC)c(OC)cc2OC)C(=O)/C(=C/c2cc(OC)c(OC)cc2OC)C1 (stereo unspecified),/,/,/,12,8,7,/,20
COc1ccc(C(=O)NC(=S)NCCc2ccccc2)cc1,-21,11,-26,6,-17,-2,-4,9
O=C(NCc1ccccc1)C1=C[C@@H](c2ccccc2)C[C@@H](OCCCCO)O1,-1,2,-6,3,-2,7,8,3
CCc1ccc(OCC(=O)N2c3ccccc3CCc3ccccc32)cc1,10,12,2,5,25,10,-5,25
Cc1ccc(S(=O)(=O)N2CCOCC2)cc1C(=O)NCc1ccccn1,29,4,5,1,2,-8,12,7
COc1ccc(OC)c(Nc2nc(N)nc(-c3cc4ccccc4o3)n2)c1,14,-16,17,-14,4,6,22,-23
CSCCC(NC(=O)c1ccccc1Cl)C(=O)OCC(=O)N1CCCC1=O (stereo unspecified),4,-8,-5,-4,-9,4,-20,5

# High-throughput results as filed in PubChem BioAssay.
